# Compound activity from PubChem BioAssay.
# TbMetRS inhib: T. brucei MetRS inhibitors, primary screen, biochemical, luminescence; methionyl-tRNA synthetase (Trypanosoma brucei brucei); purified T. brucei MetRS, ATP depletion, Kinase-Glo luminescence; inhibition, % at 11.9 µM; 360,000 tested, 0.4% active; AID 624268, 2012;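 active means inhibition above a per-plate cutoff of the control wells' mean inhibition plus 3 SD, cut at about 5.5% in these data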;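 further: 0% = DMSO wells median and 100% = median of wells with control inhibitor compound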
#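 Dosing: 11.9 µM single point; system: parasite MetRS enzyme; technique: luminescence of leftover ATP; times: 15 min enzyme-compound preincubation, 2 h reaction, 10 min detection, 25 °C; replicates: each compound tested once; read-out basis: percent inhibition relative to median high and low control wells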
# SUMO1 PPI mod: modulators of SUMO1 protein-protein interactions, primary screen, biochemical, uHTS; Small ubiquitin-related modifier 1 (Homo sapiens), P63165; SUMO1 binding to a labelled peptide, TR-FRET, 1 h; inhibition, % at 20 µM; 360,000 tested, 0.33% active; in the data active means inhibition above about 37%
# Target sequence (P63165 whole entry, looked up): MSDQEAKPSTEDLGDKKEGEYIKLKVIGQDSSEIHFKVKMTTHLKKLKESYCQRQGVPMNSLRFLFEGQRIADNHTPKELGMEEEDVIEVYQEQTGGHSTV
# DNMT1 block: human DNMT1 methyltransferase inhibitors, primary screen, biochemical, molecular beacon, fluorescence, HinP1I cleavage, uHTS; AID 588458, 2011; 360,000 tested, 0.83% active; inhibition (reported as % activation of signal), % at 10 µM; DNA (cytosine-5)-methyltransferase 1 (Homo sapiens), P26358; in the data active means inhibition above about 50%
# NadD inh: inhibitors of S. aureus NadD, primary screen, biochemical, colorimetric, uHTS. 360,000 tested, 0.78% active. inhibition, % at 20 µM. AID 602399, 2012. purified NadD enzyme, colorimetric absorbance read-out. Nicotinate-nucleotide adenylyltransferase NadD (Staphylococcus aureus N315); in the data active means inhibition above about 26%; further: some compounds past the cut are filed as inactive
# Scp1 inh: Scp-1 phosphatase inhibitors, primary screen, biochemical, colorimetric, uHTS | Carboxy-terminal domain RNA polymerase II polypeptide A small phosphatase 1 (Homo … | Recombinant Scp1, phosphopeptide, malachite green phosphate absorbance | inhibition, % at 20 µM | 340,000 tested, 0.88% active | AID 493091, 2011;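 active means inhibition above about 50% at 20 µM, limit read from the data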;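 further: plate controls were DMSO wells with enzyme for no effect and wells lacking enzyme for full effect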
#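 System: SCP-1 catalytic domain; Reagent: Phospho 17-mer peptide substrate; Doses: one concentration, 20 µM, with 1.0% DMSO; Incubation: 45 min room-temperature reaction, 5 min colour, 30 min stabiliser; Signal: Phosphate-binding colour reagent, absorbance read at 630 nm.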
# NRP1-CendR mod: modulators of CendR peptide binding to NRP-1, primary screen, biochemical, fluorescence polarization, uHTS; Neuropilin-1 (Homo sapiens), O14786; FAM-RPARPAR peptide binding to NRP-1; inhibition, % at 25 µM; 360,000 tested, 0.85% active;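 active means inhibition or corrected inhibition above about 18%, plus a signal ratio from 0.5 to 1.5, limit read from the data, passing the limit was not always enough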; further: strong numbers were not always called active
# LMPTP inh: LMPTP phosphatase inhibitors, primary screen, biochemical, fluorescence intensity, uHTS | 360,000 tested, 0.22% active | inhibition, % at 20 µM | recombinant LMPTP-A, OMFP fluorogenic substrate;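 active means compounds that cut the enzyme signal by at least half of the control window in the single-dose screen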;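 further: plate controls were DMSO wells with enzyme plus substrate for no effect and substrate without enzyme for full effect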
# Target sequence (P24666 whole entry, looked up): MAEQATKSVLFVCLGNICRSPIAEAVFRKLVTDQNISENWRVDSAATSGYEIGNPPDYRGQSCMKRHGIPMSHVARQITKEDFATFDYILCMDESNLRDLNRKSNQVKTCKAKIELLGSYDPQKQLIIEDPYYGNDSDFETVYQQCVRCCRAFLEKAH
#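 Buffer or medium: Bis-Tris pH 6.0, DTT, detergent; Assay system: LMPTP-A enzyme; Quantity: 0.625 nM enzyme; Detection: endpoint fluorescence intensity; Times: 50 min dark incubation at room temperature; Controls: substrate-only low control, DMSO enzyme-plus-substrate high control; Doses: single 20 µM dose; Read-out: percent inhibition versus substrate-only and uninhibited controls; Reagent: 400 µM OMFP.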
# Neddylation inh: inhibitors of cullin neddylation, primary screen, biochemical, TR-FRET, uHTS, NAE and Ubc12; 360,000 tested, 0.58% active; AID 651699, 2012; NEDD8-conjugating enzyme Ubc12 (Homo sapiens) + NEDD8-activating enzyme E1 regulatory …; calls only at 25 µM; in the data active means inhibition above about 36%
# Target sequence (P61081 whole entry, looked up): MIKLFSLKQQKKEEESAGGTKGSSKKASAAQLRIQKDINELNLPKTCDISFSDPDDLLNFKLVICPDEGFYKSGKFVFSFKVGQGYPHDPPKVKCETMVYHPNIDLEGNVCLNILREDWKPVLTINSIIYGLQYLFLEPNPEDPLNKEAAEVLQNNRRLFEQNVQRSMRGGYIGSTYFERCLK
# Target sequence (Q13564 whole entry, looked up): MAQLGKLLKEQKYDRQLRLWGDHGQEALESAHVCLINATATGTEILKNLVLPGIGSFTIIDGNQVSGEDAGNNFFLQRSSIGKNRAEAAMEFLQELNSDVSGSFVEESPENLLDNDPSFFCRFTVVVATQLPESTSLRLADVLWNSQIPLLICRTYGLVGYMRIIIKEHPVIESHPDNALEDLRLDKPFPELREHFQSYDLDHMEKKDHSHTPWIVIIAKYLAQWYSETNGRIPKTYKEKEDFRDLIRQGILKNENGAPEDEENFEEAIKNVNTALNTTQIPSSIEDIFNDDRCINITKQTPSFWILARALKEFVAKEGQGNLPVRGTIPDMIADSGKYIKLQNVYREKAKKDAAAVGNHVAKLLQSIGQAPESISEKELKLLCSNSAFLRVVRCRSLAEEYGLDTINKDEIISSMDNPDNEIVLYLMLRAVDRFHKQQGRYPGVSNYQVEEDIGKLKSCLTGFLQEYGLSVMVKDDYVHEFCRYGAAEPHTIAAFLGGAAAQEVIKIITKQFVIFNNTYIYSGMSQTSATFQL
# STEP block: STEP phosphatase inhibitors, primary screen, biochemical, fluorescence intensity, uHTS; 360,000 tested, 0.25% active; recombinant STEP, OMFP fluorogenic substrate; inhibition, % at 20 µM; Tyrosine-protein phosphatase non-receptor type 5 (Homo sapiens), P54829;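 active means inhibition at 20 µM, scaled per plate between control wells, above about 37%, limit read from the data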;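 further: 0% = DMSO with enzyme and substrate and 100% = substrate only without enzyme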
#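 Material: STEP (striatal-enriched tyrosine phosphatase) enzyme, cell-free; Compound dosing: 20 µM single dose in 1% DMSO; Technique: fluorescence read at 480 nm ex / 540 nm em; Times: reaction 20 min, ambient temperature; Medium: 50 mM Bis-Tris pH 6.0 with 2.5 mM DTT and 0.005% Tween 20; Also added: OMFP at 25 µM.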
# SKN-1 inh: suppressors of acrylamide-induced Pgst-4::GFP reporter in worms, primary screen, SKN-1 inhibitor project, whole organism, uHTS, GFP/RFP fluorescence ratio, strain VP596; C. elegans VP596 Pgst-4::GFP/RFP ratio, 24 h; inhibition, % at 21.8 µM; 360,000 tested, 0.49% active; AID 624304, 2012;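 active means interference check ratio from 0.5 to 1.5 plus GFP to RFP signal ratio inhibition reaching or exceeding a fixed threshold, cut at about 30% in these data, passing the limit was not always enough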; further: some compounds called inactive have numbers as strong as hits
# Starred values were filed as active, the others as inactive; i = inactive; · = not tested or not shown.
SMILES,TbMetRS inhib,SUMO1 PPI mod,DNMT1 block,NadD inh,Scp1 inh,NRP1-CendR mod,LMPTP inh,Neddylation inh,STEP block,SKN-1 inh
CCN(CC)C(=O)C12C(=O)Oc3ccccc3C1C2(C)C(=O)c1ccc(F)cc1 (stereo not drawn),-0.5,8.7,2.6,-5.3,-3.8,-7.4,1.0,i,5.6,-2.6
Cn1c(=O)c2ccccc2n(Cc2ccccc2Cl)c1=O,-0.7,6.0,2.2,-3.2,10.5,-10.2,-2.4,i,-3.1,-4.2
Cc1cc(NC(=O)c2sc(Nc3cccc(C(F)(F)F)c3)nc2N)no1,-0.6,1.6,0.6,5.0,3.8,-4.3,1.9,i,-2.4,2.5
Nn1cc(-c2ccccc2)nc1SCC(=O)Nc1ccc(S(N)(=O)=O)cc1,0.3,4.8,-8.2,-1.7,-7.4,8.9,-0.1,i,-3.0,-7.4
CN(C)c1ccc(-c2csc(C(O)c3ccc(F)cc3)n2)cc1 (stereo not drawn),0.1,3.3,-5.2,-7.9,·,-13.9,1.0,i,-3.6,13.9
CCn1c(=O)c2cc(S(=O)(=O)NCCOc3ccccc3)ccc2n(CC)c1=O,0.4,4.0,0.7,-2.0,-5.6,6.9,0.5,i,-3.7,11.4
c1ccc(-c2ccc(-c3cnc4n3CCCCC4)cc2)cc1,-1.6,-2.0,-6.3,4.3,-5.9,-14.9,4.0,i,5.3,16.9
Cc1c(CCC(=O)N[C@@H](C)C(=O)O)c(=O)oc2cc3occ(-c4ccccc4)c3cc12,0.9,20.8,3.5,-0.8,5.3,-5.6,1.4,i,1.7,-8.3
CCOC(=O)c1ccc(NC(=O)CNC(=O)C2CCCCC2)cc1,-1.7,-2.6,2.6,-3.0,9.8,11.0,-0.9,i,-0.2,-7.4
CCOC(=O)C(Cc1ccc(OC)c([N+](=O)[O-])c1)NC(=O)CCC(=O)Nc1ccc(C)cc1 (stereo not drawn),-0.4,2.2,-1.0,-2.8,-0.7,-0.9,-0.5,i,1.4,-2.5
CC(Oc1cccc(Cl)c1)C(=O)Nc1ccccc1C(=O)N1CCCCC1 (stereo not drawn),-0.3,-9.5,0.4,-3.2,-4.0,-2.4,-8.4,i,-0.1,6.7
COc1ccc(NC2CCCCC2NS(=O)(=O)c2ccc(C)cc2)cc1 (stereo not drawn),-0.2,-4.8,-0.4,-1.9,-2.5,-4.7,1.7,i,0.1,-4.5
Cn1cc(CNCCCn2ncc3ccccc32)c(-c2ccccc2F)n1,-0.6,2.4,2.3,-11.9,-2.7,-11.8,-0.8,i,-1.0,-14.4
CC(C)(C)NC(=O)CC1C(=O)NCCN1Cc1c(F)cccc1Cl (stereo not drawn),-0.2,0.5,0.3,8.2,-4.6,-1.6,0.0,i,-0.3,6.3
O=C(C1CCN(S(=O)(=O)N2CCC3(CC2)OCCO3)CC1)N1CCCCC1,-0.4,-0.3,2.2,-2.0,-4.2,0.7,-0.8,i,0.1,6.6
CCn1cc(C2Nc3ccccc3C(=O)N2O)c(C)n1 (stereo not drawn),-0.7,3.4,-1.1,-2.7,-8.2,3.3,-2.0,i,2.0,4.7
CC1Cc2ccccc2N1C(=O)Cn1cc(C(F)(F)F)ccc1=O (stereo not drawn),-0.2,1.3,1.1,2.1,·,-3.7,-0.4,i,-1.9,25.1
O=c1c2ccccc2nc(SCc2nc(-c3ccccc3)no2)n1-c1ccc(F)cc1,-0.5,-8.4,0.7,-0.9,-16.0,2.7,4.1,i,0.7,18.7
CC(OC(=O)Cc1c[nH]c2ccccc12)C(=O)NC1CCCCC1C (stereo not drawn),-0.4,8.3,1.1,-6.4,-10.4,-4.4,-0.2,i,-0.2,-0.7
CCOc1nc(C)ccc1-c1noc(-c2ccccn2)n1,-1.0,0.1,-3.4,-5.3,2.6,4.0,1.6,i,-1.5,2.7
COCCCn1c(SCC(=O)NCc2ccco2)nc2sc3c(c2c1=O)CCC3,0.4,7.3,0.2,3.9,-10.7,-1.7,-1.3,i,2.6,0.7
CCCCNC(=S)N/N=C/c1ccc(C)s1,-0.2,-1.7,-18.3,3.5,-21.4,11.3,0.8,i,-8.2,9.9
COc1ccccc1-c1nc(SCC(=O)N(C)c2ccccc2)c2c(=O)n(C)c(=O)n(C)c2n1,-0.7,-4.9,15.1,-14.7,-2.5,-6.9,-0.1,i,1.3,4.1
CCOC(=O)c1sc2ncn(C(CC)C(=O)OCC)c(=O)c2c1C (stereo not drawn),-1.2,-4.3,1.4,-0.6,-1.6,10.2,2.4,i,-2.3,-4.0
COCCNC(=O)C1CCCN(C(=O)/C=C/c2ccccc2)CC1 (stereo not drawn),-0.4,-1.3,2.1,-9.4,·,2.2,-0.3,i,-1.7,7.5
Fc1ccc(NC(=S)Nc2ccccc2N2CCOCC2)cc1Cl,-0.6,-0.4,0.7,-6.1,-5.2,-5.1,-1.2,i,1.2,-2.5
CN(C)CCNC(=O)COc1ccc(Cl)cc1Cl,0.9,-0.1,-2.0,0.8,-4.6,-7.1,-9.5,i,-2.8,8.7
COC(=O)CN(c1ccccc1)S(=O)(=O)c1cc(Br)ccc1OC,0.3,-3.0,8.7,-13.5,-6.0,6.2,-0.3,i,-0.6,3.5
COc1ccc(NC2=C3CCCC=C3N(c3ccc(OC)cc3)C2=O)cc1,-0.3,-8.1,-10.7,4.2,-8.6,-6.8,-0.4,i,1.9,-2.0
CC(=O)c1ccc(NC(=O)CCCN2C(=O)COc3ccc(C)cc32)cc1,-0.5,0.6,-1.9,-0.2,-4.0,-9.8,0.9,i,-3.9,23.6
Cc1ccnc(SCc2cc(=O)c(OC(=O)c3ccc(Br)o3)co2)n1,-1.2,4.3,5.1,0.8,5.4,-9.0,-0.4,i,-2.8,-0.5
CC1=NN(c2nc3ccccc3[nH]2)C(=O)C1Cc1ccccc1 (stereo not drawn),-0.2,0.3,-9.3,9.2,-3.5,8.0,0.0,i,2.8,3.3
CC(=O)Nc1nc(-c2ccccc2)c(-c2ccccc2)o1,-0.9,-3.8,0.2,-4.1,3.1,-5.6,0.2,i,-4.1,0.1
COc1cccc(N2CCN(CC(=O)Nc3nc4c(s3)CC(C)CC4)CC2)c1 (stereo not drawn),-0.7,-1.0,-3.2,1.4,-2.7,-4.6,3.3,i,1.0,10.0
COc1cc(C2NC(=S)NC3=C2C(=O)CCC3)ccc1O (stereo not drawn),0.0,5.1,0.9,-3.6,-7.7,11.5,-1.6,i,-2.6,8.1
CCOC(=O)c1ccc2c(c1)n(CC)c(C)[n+]2CC,-0.5,-3.3,3.3,15.4,29.4,-3.4,0.4,i,-1.6,-2.8
O=C(CCc1ccccc1)NCCS(=O)(=O)N1CCN(c2ccccc2)CC1,-0.3,1.1,-2.3,-0.9,-4.8,8.0,-1.1,i,-1.3,4.5
Cc1ccc(C(=O)N2N=C(c3ccccc3)CC2(O)C(F)(F)F)o1 (stereo not drawn),-0.2,2.9,-1.4,-3.9,-3.7,-19.8,0.9,i,-2.3,-4.5
COc1cc(C)c(C2NC(=O)c3ccccc3N2)cc1C (stereo not drawn),-0.2,0.4,6.1,-0.5,-7.6,-7.2,0.3,·,-3.2,11.8
CSC(=CC(=O)c1ccc(F)cc1)SC,-0.2,-7.1,1.9,-6.4,-17.7,7.5,0.5,i,0.8,-8.4
COc1ccc(S(=O)(=O)Nc2ccccc2C(=O)N2CCCC2)cc1OC,-1.7,-2.0,2.1,-0.6,-0.8,-2.9,4.1,i,-1.5,1.2
O=C(CN1C(=O)NC2(CCc3ccccc32)C1=O)Nc1c(Cl)cccc1Cl (stereo not drawn),0.0,5.4,-0.2,1.5,-5.0,8.8,0.1,i,-4.6,-3.8
CCc1ccc(S(=O)(=O)NCCc2cn3ccsc3n2)s1,-0.4,1.4,1.6,-1.8,-5.8,8.4,-1.9,i,-2.5,-0.4
Cc1ccc(Nc2nc(N)nc(CN3CCC(C)CC3)n2)c(C)c1,-0.2,4.5,4.5,-4.4,2.5,1.5,-0.8,i,-3.5,-8.5
CCCCC1CCC(C(=O)N(C)CC(=O)Nc2cccc(OC)c2)CC1 (stereo not drawn),-0.2,9.5,-3.8,-6.6,-8.6,-4.1,2.6,i,-0.1,-9.7
O=C(Cn1nc(C(F)(F)F)c2c1CCC2)NCc1ccc(F)cc1,-0.1,1.5,1.0,-3.9,-10.3,-9.2,-0.6,i,-0.5,-6.1
CC1CCCC(NC(=O)CSc2n[nH]c(N)n2)C1C (stereo not drawn),-0.1,2.3,0.1,1.6,0.0,12.8,-0.4,i,-3.2,-3.1
COc1cccc(/C=C2\SC(=S)N(CC3CCCO3)C2=O)c1 (stereo not drawn),-1.1,-22.9,-2.4,-4.1,-0.9,4.2,1.8,i,-1.6,1.5
O=C(NCc1nnc(SCC(=O)N2CCN(c3ccccc3)CC2)o1)c1ccc(F)cc1,0.4,-1.3,2.1,-2.3,4.0,1.0,0.0,i,1.2,-5.7
